DNMT1 inh – DNMT1 (human) enzyme inhibition | DNMT1 molecular beacon, Hinp1I cleavage, fluorescence | inhibition (reported as % activation of signal), % at 10 µM | 0.83% of 360,000 active; in the data active = inhibition above about 50%
LMPTP block – LMPTP (human) inhibition; inhibition, % at 20 µM; 0.22% of 360,000 active; AID 651560; recombinant LMPTP-A, OMFP fluorogenic substrate, fluorescence intensity;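 active = compounds that cut the enzyme signal by at least half of the control window in the single-dose screen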;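 also: plate controls were DMSO wells with enzyme plus substrate for no effect and substrate without enzyme for full effect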
Target sequence (P24666 whole entry, looked up): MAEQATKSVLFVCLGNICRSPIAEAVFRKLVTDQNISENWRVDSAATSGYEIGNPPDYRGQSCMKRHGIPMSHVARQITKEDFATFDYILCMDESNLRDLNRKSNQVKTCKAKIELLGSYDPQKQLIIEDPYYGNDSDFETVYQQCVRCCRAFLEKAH
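Assay system: LMPTP-A phosphatase enzyme | Input: 0.625 nM enzyme | Also added: Fluorogenic phosphatase substrate OMFP at 400 µM final | Compound dosing: One test concentration per compound, 20 µM, with 3% DMSO overall | Schedule: 50 min enzyme reaction at room temperature, protected from light | Signal: Fluorescence intensity | Benchmarks: no-enzyme and uninhibited controls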
SUMO1 PPI mod – modulators of human SUMO1-mediated protein-protein interactions | 0.33% of 360,000 active | inhibition, % at 20 µM | SUMO1 binding to a labelled peptide, TR-FRET, 1 h | P63165; in the data active = inhibition above about 37%
Target sequence (P63165 whole entry, looked up): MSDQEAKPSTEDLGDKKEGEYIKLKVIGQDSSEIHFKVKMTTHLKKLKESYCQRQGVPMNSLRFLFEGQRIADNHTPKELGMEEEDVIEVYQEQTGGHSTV
NadD block – inhibitors of Staphylococcus aureus NadD; purified NadD enzyme, colorimetric absorbance read-out; inhibition, % at 20 µM; AID 602399; 0.78% of 360,000 active; in the data active = inhibition above about 26%; also: some compounds past the cut are filed as inactive
Scp1 inh – Scp-1 (human) phosphatase inhibition. Recombinant Scp1, phosphopeptide, malachite green phosphate absorbance. 0.88% of 340,000 active. inhibition, % at 20 µM. Q9GZU7;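 active = inhibition above about 50% at 20 µM, limit read from the data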;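 also: plate controls were DMSO wells with enzyme for no effect and wells lacking enzyme for full effect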
Target sequence (Q9GZU7 76-261 limits assumed): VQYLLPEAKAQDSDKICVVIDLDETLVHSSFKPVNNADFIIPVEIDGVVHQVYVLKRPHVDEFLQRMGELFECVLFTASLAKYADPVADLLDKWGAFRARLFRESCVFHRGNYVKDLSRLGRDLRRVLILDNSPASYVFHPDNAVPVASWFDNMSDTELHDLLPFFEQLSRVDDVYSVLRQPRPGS
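Test system – truncated SCP-1 phosphatase (76-261aa) · Reagent – Phosphorylated 17-residue peptide substrate · Incubation – 45 min room-temperature reaction, 5 min colour, 30 min stabiliser · Detection – colorimetric phosphate reagent with accelerator and stabiliser, absorbance at 630 nm · Measure – % inhibition at 20 µM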
STEP block – inhibitors of human striatal-enriched phosphatase STEP; P54829; recombinant STEP, OMFP fluorogenic substrate, fluorescence; inhibition, % at 20 µM; 0.25% of 360,000 active;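 active = inhibition at 20 µM, scaled per plate between control wells, above about 37%, limit read from the data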;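 also: 0% = DMSO with enzyme and substrate and 100% = substrate only without enzyme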
Target sequence (P54829 whole entry, looked up): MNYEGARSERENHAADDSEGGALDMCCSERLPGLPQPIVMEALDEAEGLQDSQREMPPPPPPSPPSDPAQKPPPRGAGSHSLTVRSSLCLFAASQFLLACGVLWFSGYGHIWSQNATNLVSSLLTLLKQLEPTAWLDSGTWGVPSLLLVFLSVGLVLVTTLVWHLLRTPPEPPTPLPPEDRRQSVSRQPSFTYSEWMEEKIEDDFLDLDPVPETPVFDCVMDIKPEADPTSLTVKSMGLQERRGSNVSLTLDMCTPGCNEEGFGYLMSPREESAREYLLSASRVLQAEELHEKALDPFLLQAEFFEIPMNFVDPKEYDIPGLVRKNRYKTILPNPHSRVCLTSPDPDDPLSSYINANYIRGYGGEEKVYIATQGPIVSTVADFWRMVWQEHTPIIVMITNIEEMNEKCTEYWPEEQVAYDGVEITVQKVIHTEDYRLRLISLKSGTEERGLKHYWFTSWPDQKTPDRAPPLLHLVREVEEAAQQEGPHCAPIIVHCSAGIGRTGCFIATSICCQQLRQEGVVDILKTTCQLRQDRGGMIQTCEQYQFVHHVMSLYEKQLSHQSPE
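Assay system: isolated STEP enzyme. Buffer or medium: pH 6.0 Bis-Tris with DTT and Tween 20. Also added: fluorogenic phosphatase substrate OMFP at 25 µM final. Dosing: 20 µM, 1% DMSO. Timing: 20 min reaction, room temperature, in the dark. Measured by: fluorescence intensity, excitation 480 nm, emission 540 nm. Evaluation: normalized % inhibition.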
MT1-MMP act inh – inhibitors of human MT1-MMP activation. GFP/RFP ratio change, % at 20 µM. 0.061% of 360,000 active. P50281. HT1080 RFP-PRO-GFP cells, GFP/RFP ratio fluorescence, overnight; percent of plate control window, DMSO zero;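 active = GFP/RFP ratio change of at least 30% with cell ATP level not reduced by more than half and red fluorescence within 50% of control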; also: strong numbers were not always called active
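Compound: 20 µM single dose, 1% DMSO / System: HT1080 RFP-PRO-GFP cells / Controls: DMSO and RFP-L50D-GFP cell wells / Read-out basis: GFP/RFP fluorescence ratio / Schedule: overnight compound exposure at 37 °C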
SKN-1 inh – C. elegans SKN-1 inhibition; C. elegans VP596 Pgst-4::GFP/RFP ratio, acrylamide-induced, 24 h; inhibition, % at 21.8 µM; 0.49% of 360,000 active;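 active = interference check ratio from 0.5 to 1.5 plus GFP to RFP signal ratio inhibition reaching or exceeding a fixed threshold, cut at about 30% in these data, passing the limit was not always enough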; also: some compounds called inactive have numbers as strong as hits
CendR NRP1 mod – NRP-1/CendR interaction modulation; O14786; FAM-RPARPAR peptide binding to NRP-1, fluorescence polarization; inhibition, % at 25 µM; 0.85% of 360,000 active;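 active = inhibition or corrected inhibition above about 18%, plus a signal ratio from 0.5 to 1.5, limit read from the data, passing the limit was not always enough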; also: strong numbers were not always called active
Rpn11 block – blocks the human proteasome subunit Rpn11. human 26S proteasome, Ub4-pepOG fluorescence polarization; 20S core pre-blocked with epoxomicin. 0.59% of 360,000 active. calls only at 20 µM;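 active = inhibition at 20 µM, scaled to each plate's controls, above about 33%, limit read from the data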
Active calls of the source: *; i = inactive; · = no result given.

Structure,DNMT1 inh,LMPTP block,SUMO1 PPI mod,NadD block,Scp1 inh,STEP block,MT1-MMP act inh,SKN-1 inh,CendR NRP1 mod,Rpn11 block
Cc1ccc([C@H]2C[C@@H](O)[C@H](n3cc(C4CC4)nn3)CN2C(=O)C2CCCCC2)cc1,4.1,-1.2,2.1,2.1,·,-1.5,5.7,9.1,4.4,i
CC(C)CCn1c(CN2CCN(Cc3ccccc3)CC2)nc2c1c(=O)n(C)c(=O)n2C,-2.1,-0.4,4.6,4.8,-4.6,11.7,-21.7,10.3,-16.5,i
CCS(=O)(=O)N1Cc2ccccc2CC1C(=O)N(C)Cc1ccc(OC)c(F)c1 (stereo not given),-4.7,0.4,0.7,0.8,-7.9,1.9,-0.4,8.3,-3.7,i
CCOC(=O)c1ccc(N=C2C(=S)N(c3ccc(C(=O)OCC)cc3)C(=N)N2/N=C/c2ccccc2)cc1,-15.7,1.0,-14.7,39.1*,14.3,0.6,5.5,5.1,0.2,i
COc1cc(COCC(O)CN2CCc3ccccc3C2)cc(OC)c1OC (stereo not given),1.1,-1.3,1.6,-0.9,-1.1,-2.4,-0.2,-0.3,-1.3,i
O=C(c1ccccc1)n1nnc2ccccc21,3.8,-2.1,1.2,7.0,6.3,-1.1,-1.0,-4.6,12.2,i
Cc1ccc(C2=N/C(=C\c3cccc(F)c3)C(=O)O2)cc1,6.6,-2.1,-1.5,5.0,-1.9,0.3,-0.3,-8.9,11.8,i
Nc1nn(-c2ccccc2)c(N)c1N=Nc1ccccc1,-12.1,0.2,-21.3,-3.0,-4.9,-1.6,-0.8,16.2,1.9,i
CC1=C(C(=O)Nc2ccc(C)cc2)C(c2ccc(N(C)C)cc2)NC(=O)N1 (stereo not given),5.1,-0.7,-1.6,1.2,-4.4,-1.8,0.8,15.3,-2.8,i
O=C1c2ccccc2C(=O)N1CCc1c(-c2[nH]c3ccccc3c2CCN2C(=O)c3ccccc3C2=O)[nH]c2ccccc12,55.7*,-1.6,3.1,31.1*,-4.2,3.0,4.4,-4.5,-5.6,i
Cc1nn(Cc2ccccc2)c(C)c1/C=N/NC(=O)c1cccnc1,0.9,-1.1,-2.9,-4.6,-3.9,-0.9,0.2,6.5,1.2,i
O=C1CCCC(=NCc2ccco2)C1,-2.2,-0.2,-2.1,-7.3,-1.3,-5.3,-3.9,-1.3,15.4,i
CCN1C(=O)/C(=C\N2CCOCC2)SC1=S,-0.7,-1.7,-0.5,-5.5,17.5,-3.5,-4.5,-7.5,13.0,i
COc1ccc(S(=O)(=O)Nc2cccc3c2O[C@H](CN(C)S(=O)(=O)c2ccc(OC)cc2)[C@@H](C)CN([C@H](C)CO)C3=O)cc1,-1.8,1.0,9.4,-2.6,-13.8,2.4,5.2,-17.3,8.4,i
O=C(CSc1n[nH]c(-c2ccco2)n1)Nc1ccc(Br)cc1,2.2,2.6,1.5,-3.3,-4.2,-1.4,-11.8,-18.2,-40.3,i
Cc1ccc(C(=O)Nc2ccccc2C(=O)NCc2ccco2)cc1S(=O)(=O)N1CCCCC1,-2.8,4.7,1.8,-12.7,-13.9,4.8,-4.7,4.6,0.7,i
CN(C(=O)COC(=O)C1CCN(S(=O)(=O)c2ccc3c(c2)OCCO3)CC1)c1ccccc1,0.8,0.7,-2.8,-5.6,-9.5,-1.3,2.5,-8.6,-12.3,i
COc1cc(/C=C/C(=O)c2ccc(F)cc2)cc(OC)c1OC,-4.0,0.8,-4.6,-11.9,-9.7,-0.9,0.2,6.6,-10.9,i
O=C(c1ccncc1)N1N=C(c2ccc(Cl)cc2)CC1c1ccccc1O (stereo not given),-19.0,1.8,13.1,8.1,-4.9,-2.9,-2.8,25.1,-42.8,i
CCOC(=O)/C(=N\Nc1ccccc1)P(=O)(c1ccccc1)c1ccccc1,0.1,0.2,-8.5,-0.5,-3.5,-1.0,-6.5,-17.3,-8.6,i
Cn1c(CSc2nc3ccc(Br)cc3[nH]2)nc2ccccc21,-3.3,-0.1,-2.3,-0.5,0.4,-8.9,4.3,-5.7,-3.3,i
Cc1ccc(S(=O)(=O)N(C)C[C@H]2OCc3cnnn3CCCC(=O)N([C@H](C)CO)C[C@H]2C)cc1,2.6,-0.6,0.2,2.7,·,1.4,0.3,14.9,-4.4,i
CCn1c(=O)n(CC)c2cc(N3CCCC3)c(NC(=O)c3ccc(C)c([N+](=O)[O-])c3)cc21,-5.8,1.9,1.4,1.3,-1.7,1.5,2.8,-1.7,-3.7,i
COC(=O)Cc1c(C)c2ccc(OC3CCCCC3=O)c(C)c2oc1=O (stereo not given),0.6,0.1,-1.1,-1.8,-5.9,-1.8,-6.1,6.9,-11.2,i
CCN1CCN(C(=O)/C=C/c2ccc(OC)c(OC)c2)CC1,0.6,-2.4,-6.6,6.4,-2.0,0.1,-1.1,8.6,13.4,i
Cc1noc2ncnc(N3CCN(c4cccc(Cl)c4)CC3)c12,0.3,0.5,2.4,1.6,2.6,-1.1,0.7,11.4,6.8,i
CCOC(=O)N1CCN(c2nc3ccccc3n3cnnc23)CC1,3.4,-0.1,-10.1,-10.1,-12.6,-2.8,-2.6,9.7,-6.9,i
CCCCOc1ccc(NC2=NC3(CCCC3)N=C(N)N2)cc1,0.2,-0.2,2.0,-9.9,0.3,1.9,-10.1,2.2,6.1,i
O=C(O)[C@H](Cc1ccccc1)NC(=O)N1CCN(c2ccc(F)cc2)CC1,2.3,-1.5,-0.7,-3.7,0.2,-6.4,4.9,2.6,7.2,i
Cc1cccc(N(C(=O)CNC(=O)c2ccco2)C(C(=O)NCC2CCCO2)c2ccccc2)c1 (stereo not given),-1.5,-0.5,-0.3,-10.3,-0.5,-0.9,-4.2,11.8,2.4,i

Look-ups from the entries so far.
For Scp1 inh, CCN1CCN(C(=O)/C=C/c2ccc(OC)c(OC)c2)CC1 is listed with -2.0
For LMPTP block, COC(=O)Cc1c(C)c2ccc(OC3CCCCC3=O)c(C)c2oc1=O (stereo not given) is listed with 0.1

The list continues.
Structure,DNMT1 inh,LMPTP block,SUMO1 PPI mod,NadD block,Scp1 inh,STEP block,MT1-MMP act inh,SKN-1 inh,CendR NRP1 mod,Rpn11 block
COc1ccc(/C=N/NC(=O)COc2ccc(Cl)cc2Cl)cc1Cn1nc(C)cc1C,2.0,0.7,-5.0,5.0,2.9,9.7,-0.2,6.4,2.8,i
Cc1ccc2cc(CCNC(=O)c3cccs3)c(=O)[nH]c2c1,3.9,-1.8,1.6,0.7,-6.0,5.4,-0.7,10.7,11.2,i
O=C(NCCc1ccccc1)C1CCC(=O)N1CCc1ccccc1 (stereo not given),-1.5,-0.8,2.2,-3.6,-9.0,-0.4,3.9,-12.9,8.2,i
Cc1ccc(Nc2nnc(SCc3ccccc3)s2)cc1,-1.4,-0.7,0.2,4.6,4.2,1.4,-3.1,-5.2,12.0,i
O=C(COC(=O)c1ccc([N+](=O)[O-])cc1)Nc1ccc(Cl)cn1,0.7,0.0,2.6,-2.6,-4.9,-0.3,-2.9,5.8,-9.9,i
Cc1ccc(C(=O)Oc2cccc(NC(=O)c3cccs3)c2)cc1S(=O)(=O)N1CCOCC1,-6.6,1.6,5.7,-4.1,-19.2,-5.5,6.7,7.6,-13.1,i
O=C(CCn1c(=O)oc2ccccc21)Nc1nccs1,4.5,-1.7,0.4,0.2,-4.3,-0.5,9.8,-16.1,-0.2,i
Cc1nc2cc(NC(=O)COc3ccc(C#N)cc3)ccc2n1-c1ccccc1,0.2,1.0,1.3,0.5,-5.5,4.0,-2.8,-1.9,9.4,i
O=C1OC(CC(=O)N(Cc2nnc(-c3ccccc3Cl)o2)C2CC2)c2ccccc21 (stereo not given),-1.1,-8.1,-7.6,5.1,-7.7,0.5,-2.3,3.1,5.7,i
COc1ccc(NC(=S)NC(=O)c2cccnc2)cc1,0.8,-2.8,4.7,-8.8,0.1,-0.6,-1.6,12.8,3.0,i
O=C(O)Cc1ccc(NS(=O)(=O)c2c(Cl)cccc2Cl)cc1,-1.2,-1.5,6.2,-9.4,49.1,-2.5,1.8,1.8,-3.6,i
c1ccc(-c2nc[nH]c2-c2ccccc2)cc1,-16.5,2.2,7.5,-4.2,-8.4,-0.8,2.3,17.4,-4.6,i
CC(C)CC1C2C(=O)N(c3ccccc3)C(=O)C2ON1c1ccccc1 (stereo not given),0.7,0.0,5.2,1.2,-18.4,0.1,2.7,-2.8,2.2,i
C#CCn1c(=NC(=O)c2sc3ccccc3c2Cl)sc2cc(S(N)(=O)=O)ccc21,48.4,39.6,-1.8,39.0*,-36.9,-2.5,0.6,6.4,-11.0,i
Cc1ccc(-c2nn3c(C)nnc3s2)cc1NCc1c(F)cccc1Cl,-3.4,-2.2,-13.3,-1.8,3.5,5.9,-13.3,2.2,-15.0,i
CCC(C)(C)n1nnnc1C(c1ccc(OC)cc1)N1CCN(C(=O)c2ccco2)CC1 (stereo not given),0.2,1.0,0.6,-5.6,-1.8,-2.3,-2.1,12.6,3.0,i
CC(=O)c1sc(NC(=O)c2ccccc2F)nc1C,2.5,-2.5,-10.0,1.0,-6.0,0.3,4.8,3.4,9.2,i
O=C(NCc1ccc2c(c1)OCO2)c1cc([N+](=O)[O-])ccc1N1CCOCC1,5.2,0.1,-24.4,1.7,-7.2,3.0,-6.2,9.9,-5.2,i
Cc1coc2c(C)c3oc(=O)c(CCC(=O)N4C[C@H]5C[C@@H](C4)c4cccc(=O)n4C5)c(C)c3cc12,5.3,2.7,4.4,8.6,4.1,2.1,7.3,9.6,-11.2,i
COc1cccc(/C=C/C(=O)OCC(=O)NC2CC2)c1OC,-0.6,-0.2,0.2,-1.5,-5.4,-3.5,0.8,18.3,-9.3,i
C#CCOCCOCCOCCNc1nc(N2CCN(C(=O)[C@H](CCC(=O)O)n3cc([C@@H](N)CO)nn3)CC2)nc(N2CCN(C(=O)[C@H](CCC(=O)O)n3cc([C@@H](N)CCSC)nn3)CC2)n1,6.7,-2.0,1.6,7.6,4.1,-0.6,0.3,-1.0,-0.5,i

DNMT1 inh, what is marked active above
Structure	DNMT1 inh	LMPTP block	SUMO1 PPI mod	NadD block	Scp1 inh	MT1-MMP act inh	SKN-1 inh	CendR NRP1 mod	Rpn11 block
O=C1c2ccccc2C(=O)N1CCc1c(-c2[nH]c3ccccc3c2CCN2C(=O)c3ccccc3C2=O)[nH]c2ccccc12	55.7*	-1.6	3.1	31.1*	-4.2	4.4	-4.5	-5.6	i

Compound activity (PubChem BioAssay)
